# Bioassay records: PubChem BioAssay, National Center for Advancing Translational Sciences (NCATS)
# GAA glycogen mod: qHTS Assay for Inhibitors and Activators of Human alpha-Glucosidase Cleavage of Glycogen | AID 2100, 2009 | Lysosomal alpha-glucosidase (Homo sapiens), P10253 | Potency, µM (doses to about 76.4 µM), for the others: at the highest dose activity change, negative = inhibition, hits mostly inhibitors | recombinant GAA, glycogen substrate, Amplex Red glucose oxidase fluorescence | actives 0.38% (n = 300,000);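 further: 0% = full enzyme reaction and -100% = no-enzyme basal signal; the screen sought inhibitors and activators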
#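 Recombinant human alpha-glucosidase (4 nM final) hydrolysed bovine liver glycogen (30 ug) for 40 min at 37 C in pH 5.0 citrate/phosphate with 0.01% Tween-20. Released glucose detected by glucose oxidase/Amplex Red, Ex 573/Em 610 nm. Compounds up to 77 uM; AC50 from Hill fits.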
# GAA inh: qHTS Assay for Inhibitors of Human alpha-Glucosidase as a Potential Chaperone Treatment of Pompe Disease. Lysosomal alpha-glucosidase (Homo sapiens), P10253. purified human GAA, 4-MU-alpha-glucoside fluorescence. Potency, µM (highest dose often 76.9 µM), for inactives: at the highest dose activity change, negative = inhibition, hits mostly inhibitors. actives 0.005% (n = 200,000);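 further: plate controls were uninhibited enzyme wells for no effect and no-enzyme background for full effect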
#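 AC50 values come from Hill fits of compound titrations (up to 77 uM) against 4 nM human enzyme. Substrate 4-methylumbelliferyl-alpha-D-pyranoside at 400 uM, pH 5.0 citrate buffer, 20 min room temperature; fluorescence Ex 365/Em 440 after alkaline stop.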
# Tau fibril ThT: qHTS for Inhibitors of Tau Fibril Formation, Thioflavin T Binding; Potency, µM (series often up to 57.4 µM), for the others: at the top dose activity, negative = inhibition, hits mostly inhibitors; recombinant tau K18 P301L, heparin-induced fibrillization, ThT fluorescence; actives 2.1% (n = 270,000); Microtubule-associated protein tau (Homo sapiens), P10636; further: on the % scale 0 is the no-effect control and ±100 the full control effect; nearly all actives have a fitted effect of over 55% in size
# Target sequence (P10636 561-689 P618L limits assumed): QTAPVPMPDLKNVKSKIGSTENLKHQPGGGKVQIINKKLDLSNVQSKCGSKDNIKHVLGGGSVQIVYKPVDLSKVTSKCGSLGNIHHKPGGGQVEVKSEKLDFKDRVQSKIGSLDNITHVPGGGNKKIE
#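 Using a mix of unlabeled (15 uM) and Alexa 594-labeled (0.24 uM) tau K18 P301L, heparin-triggered fibrillization over 6 hr at 37 C was scored by ThT fluorescence.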
# GLA spleen mod: qHTS Assay for Inhibitors and Activators of Human alpha-Galactosidase From Spleen Homogenate | Potency, µM (highest dose often 80 µM), for inactives: at the highest dose activity change, negative = inhibition, actives largely listed as inhibitors | actives 0.008% (n = 240,000) | Alpha-galactosidase A (Homo sapiens), P06280 | human spleen homogenate, 4MU-alpha-Gal fluorescence, 40 min;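 further: 0% = enzyme with vehicle and -100% = no enzyme basal signal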
# Target sequence (P06280 32-429 limits assumed): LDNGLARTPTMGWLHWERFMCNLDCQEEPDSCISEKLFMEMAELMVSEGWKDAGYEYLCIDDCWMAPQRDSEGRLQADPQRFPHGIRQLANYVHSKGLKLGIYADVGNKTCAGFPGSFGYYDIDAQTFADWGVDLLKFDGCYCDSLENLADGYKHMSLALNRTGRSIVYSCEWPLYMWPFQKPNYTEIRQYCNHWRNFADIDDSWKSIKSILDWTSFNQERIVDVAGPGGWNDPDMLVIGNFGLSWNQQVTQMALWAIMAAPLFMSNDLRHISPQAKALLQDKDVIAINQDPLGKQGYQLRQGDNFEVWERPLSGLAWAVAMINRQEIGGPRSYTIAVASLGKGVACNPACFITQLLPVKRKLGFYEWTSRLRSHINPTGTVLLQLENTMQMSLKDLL
#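 Human spleen homogenate (1 ug) as enzyme source, 4-methylumbelliferyl-alpha-D-galactopyranoside 1 mM final, citrate/phosphate pH 5.0 with 0.01% Tween-20. Compounds 40 min at 37C, NaOH/glycine stop; fluorescence Ex 365/Em 440, Hill-fit AC50.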
# aGlu spleen mod: qHTS Assay for Inhibitors and Activators of Human alpha-Glucosidase From Spleen Homogenate; Lysosomal alpha-glucosidase (Homo sapiens), P10253; human spleen homogenate, 4-MU-alpha-glucoside fluorescence; Potency, µM (doses to about 79.9 µM), without a hit: at the highest dose activity change, negative = inhibition, most hits filed as inhibitors; actives 0.006% (n = 240,000); AID 2112, 2009;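 further: 0% = enzyme with vehicle and -100% = no enzyme basal signal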
#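 Enzyme source: human spleen homogenate, 1 ug/well. Buffer 50 mM citric acid/K phosphate pH 5.0, 0.01% Tween-20. 4-MU-alpha-glucoside 1 mM; 37 C x 40 min; NaOH/glycine stop; fluorescence.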
# Tau fibril FP: qHTS for Inhibitors of Tau Fibril Formation, Fluorescence Polarization. Potency, µM (doses to about 57.7 µM), for the others: at the highest dose activity, negative = inhibition, actives largely listed as inhibitors. actives 0.39% (n = 280,000). Microtubule-associated protein tau (Homo sapiens), P10636. K18 P301L tau heparin fibrillization, Alexa594 FP, 6 h; further: on the % scale 0 is the no-effect control and ±100 the full control effect; nearly all actives have a fitted effect of over 55% in size
#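 Read-out: fluorescence polarization of Alexa 594-labeled tau (0.24 uM), 555 nm excitation, 632 nm emission. Mixtures held 15 uM unlabeled K18 P301L, compound and 20 uM heparin, pH 7 acetate buffer, incubated 6 hr at 37 C.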
# HTT cytoprotect: qHTS Multiplex Assay to Identify Dual Action Probes in a Cell Model of Huntington: Cytoprotection (ATP). PC12 HTT-Q103 induced, cytoprotection, ATP luminescence, 40 h. Potency, µM (titrated, usually from 56.4 µM), for inactives: cytoprotection (ATP increase), usual class: activators. actives 0.14% (n = 230,000);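 further: % of control where 0% means no effect; nearly all actives have a fitted effect of over 45% in size; toxic huntingtin expression switched on by the ecdysone agonist tebufenozide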
#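 Readout: ATPlite luminescence (ATP level). Model: stable PC12, inducible Htt exon1 Q103-GFP. Inducer: tebufenozide, 100 nM final. Compounds: dose series. No G418 in medium.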
# Tau fluor counter: Counterscreen qHTS for Inhibitors of Tau Fibril Formation, Fluorescence Polarization | tau K18 P301L (four-repeat tau fragment) Alexa594 fluorescence, heparin fibrillization | AID 1463, 2008 | actives 0.93% (n = 280,000) | Potency, µM (top dose mostly 57.7 µM), for inactives: at the highest dose activity change, negative = decrease; further: on the % scale 0 is the no-effect control and ±100 the full control effect; nearly all actives have a fitted effect of over 55% in size
#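 Human K18 P301L tau (15 uM unlabeled plus 0.24 uM Alexa 594-labeled, final) in 100 mM sodium acetate pH 7 was mixed with compound and 20 uM heparin and incubated 6 hr at 37 C.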
# * marks the source's active call; other numbers are inactive results; ? = inconclusive; nt = no result given; & = joins results of further samples; [ ] = remark or other dose. The call rests on the fitted dose curve; in most records, active means well fitted curve in the direction sought with a large enough effect; inconclusive means small, poorly fitted or top-dose-only effect, or another doubt; inactive means no such curve, though single readings can be large; an effect the other way counts as inactive or inconclusive. Potency means the concentration at half of the fitted maximal effect. This is a random part of the collection; any-hit rate near 3.3%.
SMILES,GAA inh,HTT cytoprotect,Tau fibril ThT,Tau fluor counter,GAA glycogen mod,GLA spleen mod,aGlu spleen mod,Tau fibril FP
O=C(c1ccc2c(c1)N(Cc1ccccc1)C(=O)c1ccccc1S2(=O)=O)N1CCOCC1,nt,nt,-1%,-13%,-2%[76.3 µM],nt,nt,-5%
COc1ccc(-c2nsc(SCC(=O)Nc3cc(C)on3)n2)cc1,-3%,-13%[1.9 µM],-8%,-4%,4%,1%,3%,-8%
O=C(CN(c1ccccn1)S(=O)(=O)c1ccc(F)cc1)Nc1ccc(F)cc1F,-2%,-15%,2%,-3%,-6%,-7%,8%,3%
CCOC(=O)C1(C)C=C(Nc2ccc(OCC)cc2)C(=O)N1c1ccccc1 (configuration not stated),7%,-12%[10 µM],?,-29%,-26%,1%,-8%,?
Cc1cc(NC(=O)C2CCCN(S(=O)(=O)c3cccc4nonc34)C2)ccc1Br (configuration not stated),nt,nt,1%,-19%,0%[76.3 µM],nt,nt,-6%
CC(NC(=O)Nc1ccc(Br)cc1)C(C)(C)C (configuration not stated),8%,-19%,2%,-15%,-10%,4%,-6%,-13%
COc1cccc(N=CC2=C(O)CC(C)(C)CC2=O)c1,1%,nt,-8%,-9%,-7%,-8%,-3%,-9%
COc1ccc(OCc2nc(-c3ccc(OC)c(OC)c3)no2)cc1,nt,nt,?,-26%,10%[76.3 µM],nt,nt,-3%

# Profiles from above. Order of values: GAA inh	HTT cytoprotect	Tau fibril ThT	Tau fluor counter	GAA glycogen mod	GLA spleen mod	aGlu spleen mod	Tau fibril FP
# COc1ccc(OCc2nc(-c3ccc(OC)c(OC)c3)no2)cc1 is listed with nt	nt	?	-26%	10%[76.3 µM]	nt	nt	-3%
# CC(NC(=O)Nc1ccc(Br)cc1)C(C)(C)C (configuration not stated) is listed with 8%	-19%	2%	-15%	-10%	4%	-6%	-13%
# COc1cccc(N=CC2=C(O)CC(C)(C)CC2=O)c1 is listed with 1%	nt	-8%	-9%	-7%	-8%	-3%	-9%

# (cont.)
SMILES,GAA inh,HTT cytoprotect,Tau fibril ThT,Tau fluor counter,GAA glycogen mod,GLA spleen mod,aGlu spleen mod,Tau fibril FP
O=C(c1ccc(CSc2nc3ccncc3[nH]2)cc1)N1CCCCCC1,nt,-78%[inhibitor][10 µM],-8%,-4%,2%,-6%,5%,-1%
CCn1c(SCC(=O)N(C)C2CCS(=O)(=O)C2)nnc1-c1cccs1 (configuration not stated),-2%,16%,-2%,-7%,5%,-2%,-3%,0%
COc1ccc(S(=O)(=O)NCCSCc2cccs2)cc1,-10%,7%,-8%,-16%,0%,-2%,-4%,-3%
COCCN(CCOC)c1nc(N)c2c(N)nc3c(c2c1C#N)CC(=O)N3Cc1ccc(Cl)cc1,7%,9%[10 µM],?,-20%,15%,21%,-7%,6%
O=Cc1ccc(-c2cccc(C(=O)O)c2)o1,-4%,-5%,-2%,-2%,0%,-2%,-1%,1%
C=CCNc1ncnc2sc(SC)nc12,-10%,1%[10 µM],-9%,-7%,1%,1%,-1%,-3%
CSc1sc(C)cc1C1C(C#N)=C(N)N(c2cccnc2)C2=C1C(=O)CCC2 (configuration not stated),?,-24%,-13%,-8%,-14%,4%,-17%,2%
CCc1ccc(C(=O)COC(=O)CNC(=O)COc2ccccc2)cc1,-13%,-19%[10 µM],9%,-3%,9%,0%,2%,-9%
COc1ccccc1/C=N/NC(=O)c1ccccc1Cl,-2%,-20%,0%,-6%,5%,5%,3%,-6%
CCC(=O)Nc1nc2nc(-c3ccccc3)cc(=O)n2[nH]1,nt,-5%[10 µM],nt,-9%,3%,4%,2%,4%
Cc1nn(Cc2ccccc2)c(C)c1NC(=O)Cn1nc([N+](=O)[O-])c(Cl)c1C,0%,-24%,-8%,-4%,-3%,5%,1%,6%
Cc1ccc2c(c1)N(C(=O)N1CCC(C(=O)NCCc3ccc(Cl)cc3)CC1)CC(C)O2 (configuration not stated),nt,nt,-4%,7.9µM*[quencher],9%[76.3 µM],nt,nt,7%
CCOC(=O)c1cc2c(s1)-c1ccccc1CC2,9%,-5%,-15%,-7%,-3%,0%,0%,6%
O=c1cc(-c2ccc(O)c(O)c2)oc2ccccc12,nt,-176%[inhibitor],18µM*,?,nt,-9%,1%,?
CCN(CC(=O)NCc1cccs1)C(=O)CCc1c[nH]c2ccccc12,6%,-37%[inhibitor],-5%,-16%,7%,-11%,-3%,4%
O=C(Nc1ccc(NC(=O)c2ccccc2Cl)nc1)c1ccncc1,-7%,7%[10 µM],-16%,-15%,5%,-8%,-1%,-12%
Cc1nn(S(=O)(=O)c2ccccc2)c(C)c1S(=O)(=O)N1CCC(C)CC1,nt,nt,9%,12%,0%[76.3 µM],nt,nt,0%
COc1c(OC(C)=O)ccc(/C=C/c2ccc3ccccc3n2)c1[N+](=O)[O-],?,-3%[10 µM],10µM*,16µM*[quencher],-9%,-4%,-13%,?
CCN(Cc1ccccc1)C(=O)CN1C(=O)COc2ccc(S(=O)(=O)NC3CCCC3)cc21,nt,nt,0%,-7%,-3%&1%[76.3 µM],nt,nt,5%
Cc1c(C#N)c(N=CN(C)C)c(C(=O)c2ccccc2)n1-c1ccccc1,-6%,0%,-2%,1%,1%,-2%,-14%,3%
CCOC(=O)N1CCN(Cc2cc(=O)oc3ccc(Cl)cc23)CC1,-4%,7%,-8%,-1%,13%,6%,-13%,0%
C/C(=N\NC(=O)c1ccc(NS(=O)(=O)c2cccs2)cc1)c1ccncc1,nt,1%[10 µM],-4%,-14%,-30%,3%,-1%,-3%
O=C(CC(NCCc1ccccc1)C(=O)O)Nc1ccc(O)cc1 (configuration not stated),-5%,7%,-8%,-8%,-15%,-1%,-7%,-1%
O=c1c2ccccc2ncn1-c1ccc(Cl)cc1,-28%&0%,15%&16%[10 µM],-2%&-9%,2%&-10%,3%&6%,-10%&5%,-3%&3%,1%&-2%
COc1cc(OC)c(NC(=O)CS(=O)(=O)Cc2nc(-c3ccc(C)cc3)oc2C)cc1Cl,-12%,22%,0%,0%,0%,3%,6%,-2%
O=C1c2ccccc2C(=O)N1CCN1CCOCC1,1%,3%,-5%,-1%,-12%,1%,-4%,2%
O=C(NCC1CCCO1)C1CCCN1C(=O)Nc1ccc(Cl)c(Cl)c1 (configuration not stated),6%,15%[10 µM],2%,7%,1%,-5%,0%,-10%[2.34 µM]
Cc1cccc(OCC(=O)N(Cc2cccc(Cl)c2)Cc2ccco2)c1C,nt,nt,-10%,-10%,0%[76.3 µM],nt,nt,-1%
CC1CN(CC(O)COC(c2ccccc2)c2ccccc2)CC(C)O1 (configuration not stated),-8%,5%[10 µM],-6%,-5%,-4%,8%,-1%,2%
COc1ccc(NC(=O)Cn2c(=O)n(CC3CCCO3)c(=O)c3ccccc32)cc1 (configuration not stated),nt,nt,-2%,-11%,-3%[76.3 µM],nt,nt,-3%
Cc1ccccc1CNC(=O)Nc1cccs1,5%,-29%,-11%,-11%,?,5%,0%,4%
Cc1cccc(NC(=S)N(CCN(C)C)Cc2cc3cccc(C)c3[nH]c2=O)c1,-1%,15%[10 µM],-1%,-2%,-4%,-6%,-13%,-5%
O=S1(=O)N=C(N/N=C/C=C/c2ccccc2)c2ccccc21,-13%,-8%[10 µM],?,-10%,5%,-1%,-3%,-8%
COc1cc(NC(=S)Nc2ccccn2)cc(OC)c1OC,-6%,nt,-6%,-3%,-16%,5%,10%,9%
COc1ccc(OCCN(C)Cc2ccccc2)cc1,-3%,-10%[0.074 µM],-1%,-2%,6%,-9%,-8%,0%
COc1ccc(S(=O)(=O)N2CCC(C(=O)NC(C)c3ccccc3)CC2)cc1 (configuration not stated),nt,nt,-17%,-24%,15%[76.3 µM],nt,nt,-9%
CCOC(=O)Cc1ccc(NC(=O)N2CCSc3ccccc32)cc1,nt,nt,-10%,-10%,5%[76.3 µM],nt,nt,7%
O=C(O)Cc1ccc(N=Nc2c(O)c(C(=O)O)cc3ccccc23)cc1,5%,-4%[10 µM],13µM*,-27%,4%,4%,-11%,?
O=C(Nc1ccon1)c1cnc2sccn2c1=O,-8%,-16%,-15%,?,6%,?,-5%,?
COc1ccc(-c2csc3nc(C)n(-n4cccc4)c(=O)c23)cc1OC,-3%,-9%,-9%,-2%,3%,0%,-2%,-5%
O=C(CSCc1ccc(Cl)cc1)NN=C1CCCCCC1,-10%,15%[10 µM],-11%,-11%,2%,3%,-1%,-10%
O=C(Nc1nnc(Cc2ccc(Cl)cc2)s1)C1CCCO1 (configuration not stated),5%,nt,-12%,-10%,-5%,2%,-16%,-7%
CCN(Cc1cc(=O)[nH]c2ccccc12)C(=O)C(C)C,?,3%[10 µM],-10%,-10%,-10%,-5%,5%,10%
COc1ccc(-c2cc(C(=O)O)sc2C)cc1,2%,3%,0%,2%,9%,-8%,-4%,-5%
O=C(Nc1nccc(-c2cccs2)n1)c1cccs1,?,-18%,-13%,-4%,4%,-1%,-14%,-6%
CC1CC(C)(C)NC(C)c2ccccc21 (configuration not stated),10%,-11%,-5%,-4%,2%,-6%,-1%,-9%
